From PubChem
A3A deaminase – human APOBEC3A DNA deaminase inhibition; inhibition, % at 20 µM; 0.41% of 330,000 active; AID 493011; recombinant A3A, FAM/TAMRA ssDNA deamination fluorescence; P31941;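 active = at least 40% inhibition at 20 µM here, with at most 30% in a related deaminase screen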;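 note: plate controls were A3A with DMSO for no effect and wells lacking A3A enzyme for full effect; some results filed as inactive read as strong as hits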
Target sequence (P31941 whole entry, looked up): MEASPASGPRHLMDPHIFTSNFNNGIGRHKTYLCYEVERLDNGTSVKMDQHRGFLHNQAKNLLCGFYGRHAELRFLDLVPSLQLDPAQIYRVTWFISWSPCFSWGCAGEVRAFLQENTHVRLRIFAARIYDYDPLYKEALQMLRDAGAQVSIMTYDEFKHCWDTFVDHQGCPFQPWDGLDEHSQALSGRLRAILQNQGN
beta cell repl – induces beta-cell replication in MIN6 cells. MIN6 cells proliferation, ATPlite luminescence, 48 h; cells starved in 0.2% serum; 100% = growth in 10% serum. 0.29% of 330,000 active. AID 2380. proliferation, % at 10 µM;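 active = compounds whose signal lies at least 3.5 SD above the mean of all wells on their plate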;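 note: 0% = DMSO-treated cells in low-serum medium and 100% = 10% serum control; some compounds called inactive have numbers as strong as hits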
APOBEC3G inh – inhibitors of human APOBEC3G DNA deaminase | recombinant A3G, ssDNA deamination FAM/TAMRA fluorescence | inhibition, % at 20 µM | AID 493012 | 0.28% of 330,000 active | Q9HC16;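 active = inhibition of at least 40% at 20 µM, with no more than 30% in the related APOBEC3A deaminase screen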;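 note: plate controls were DMSO wells with A3G for no effect and wells lacking A3G enzyme for full effect; some compounds called inactive have numbers as strong as hits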
mIAP block – blocks mouse intestinal alkaline phosphatase; purified mouse IAP, CDP-Star luminescence, 30 min; inhibition, % at 10 µM; 0.2% of 330,000 active;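 active = inhibition of at least 40% at 10 µM in the primary screen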;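 note: plate controls were DMSO with enzyme for no effect and no enzyme wells for full effect; values of inactives mirror those of a sister screen read the other way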
tim10-1 inh – tim10-1 yeast growth inhibition; inhibition, % at 20 µM; 2.2% of 330,000 active; S. cerevisiae tim10-1 ts strain growth, BacTiter-Glo, 24 h;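 active = inhibition of at least 40%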;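 note: mutant grown at 25 °C; 0% = DMSO wells with yeast and 100% = wells holding no yeast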
mIAP act – mouse IAP activation; muIAP, CDP-Star luminescence, 30 min; stronger effect = higher value; 1 = vehicle-only enzyme signal, 0 = enzyme-free wells; activation factor at 10 µM; 0.24% of 330,000 active; AID 2805;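 active = activation factor of at least 2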; note: the source names both 10 and 20 µM as test concentration; values of inactives mirror those of a sister screen read the other way
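Assay system: mouse IAP enzyme / Compound: DMSO-dissolved test compounds / Timing: 30 min, room temperature / Measured by: luminescence from enzymatic CDP-Star hydrolysis / Control set: DMSO-only wells, enzyme-free buffer wells as negative control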
NLRP3 yeast inh – blocks the NALP3 inflammasome reconstituted in yeast; Yeast reconstituted NLRP3/ASC/caspase-1, beta-gal luminescence, 24 h; inhibition, % at 10 µM; 0.39% of 330,000 active; AID 2825;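 active = inhibition of 50% or more; inactive = inhibition below 50%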;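 note: plate controls were induced DMSO wells for no effect and uninduced yeast grown without galactose for full effect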
TIM10 inh – growth inhibitors of TIM10 yeast strain. 1.4% of 330,000 active. inhibition, % at 10 µM. S. cerevisiae TIM10 strain growth, BacTiter-Glo luminescence, 24 h. AID 463195;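 active = inhibition of 40% or more at the single tested concentration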;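 note: wild-type TIM10 isogenic control strain grown at permissive 25 °C; 0% = DMSO yeast wells and 100% = minimal medium wells without yeast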
hIAP inh – human IAP inhibition. P09923. purified IAP, CDP-Star luminescence, 30 min. inhibition, % at 10 µM. 0.12% of 330,000 active. AID 2544;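 active = inhibition reaching a set limit with compound at 10 µM in the primary screen, cut at about 35% in these data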;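 note: plate controls were DMSO wells with enzyme for no effect and no-enzyme buffer wells for full effect; values of inactives mirror those of a sister screen read the other way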
Target sequence (P09923 whole entry, looked up): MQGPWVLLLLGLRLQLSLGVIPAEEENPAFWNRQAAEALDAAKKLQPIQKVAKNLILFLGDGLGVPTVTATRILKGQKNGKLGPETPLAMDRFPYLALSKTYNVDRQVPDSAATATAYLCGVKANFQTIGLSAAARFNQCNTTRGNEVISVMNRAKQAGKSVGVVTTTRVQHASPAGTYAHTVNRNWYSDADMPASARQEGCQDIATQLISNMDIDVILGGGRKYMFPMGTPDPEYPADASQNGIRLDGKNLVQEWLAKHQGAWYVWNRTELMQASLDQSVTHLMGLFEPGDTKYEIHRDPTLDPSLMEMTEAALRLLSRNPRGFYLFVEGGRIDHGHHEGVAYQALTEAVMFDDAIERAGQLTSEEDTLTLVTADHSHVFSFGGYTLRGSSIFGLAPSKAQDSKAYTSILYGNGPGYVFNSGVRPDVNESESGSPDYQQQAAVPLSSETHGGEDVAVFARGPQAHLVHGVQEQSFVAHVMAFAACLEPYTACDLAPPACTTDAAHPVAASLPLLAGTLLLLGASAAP
An asterisk follows results filed as active; x = not tested or not shown.

SMILES	A3A deaminase	beta cell repl	APOBEC3G inh	mIAP block	tim10-1 inh	mIAP act	NLRP3 yeast inh	TIM10 inh	hIAP inh
Cc1cccc(C(=O)Nc2nnc(-c3cccnc3)o2)c1	4	0	0	5	-5	0.95	0	-15	-1
COCCn1c(=S)[nH]c2cc(C(=O)N3CCCC(C)C3)ccc2c1=O (stereo not drawn)	-3	-3	2	-2	6	1	10	4	-11
Cc1ccc(-c2nc(CS(=O)CC(=O)NC3CCCCC3)c(C)o2)cc1 (stereo not drawn)	-1	-2	-3	4	17	0.96	-1	18	0
CCc1cc2c(=O)nc3n(c2s1)Cc1ccccc1/C3=C(/O)c1ccccc1Cl	0	-4	0	21	59*	0.79	17	35	-20
CCc1cc(C(=O)Cc2cnn(-c3ccccc3)c2)c(O)cc1O	-5	-2	-11	8	25	0.92	18	27	16
O=C(Cc1ccc(S(=O)(=O)N2CCOCC2)s1)N1CCN(c2cccc(C(F)(F)F)c2)CC1	2	-5	-2	8	18	0.92	14	14	15
Cc1cccc(NC(=O)c2ccc3c(c2)C(=O)N(c2ccccn2)C3=O)c1C	-6	3	-9	2	3	0.98	13	0	8
O=C(CC(NC(=O)c1ccccc1Cl)c1ccccc1)NC1=NCCS1 (stereo not drawn)	8	-3	-9	-4	1	1	-9	-14	-6
COc1ccc(C(=O)Nc2cccc(-c3nc4ncccc4o3)c2C)cc1	-3	-2	-6	7	1	0.93	7	-3	2
O=C(CCc1ccc(Oc2cc([N+](=O)[O-])cc([N+](=O)[O-])c2)cc1)N1CCCCC1	0	-2	-2	-3	57*	1	8	54*	-2
CC(=O)OC(C(=O)NCc1ccc(F)cc1)c1ccccn1 (stereo not drawn)	0	3	-1	-4	2	1	14	0	2
CC1(C)C(c2cccs2)=NC(c2ccccc2)N1O (stereo not drawn)	-1	-3	-3	9	24	0.91	13	13	-1
CCn1nc(C)c(CNC(=O)c2cc(COc3ccccc3SC)on2)c1C	0	-3	0	11	0	0.89	2	12	8
COc1cc(C)nn1-c1ccc(Cl)cc1	-6	-2	-5	-8	16	1.1	-13	-9	-17
N#CC1=C2SCN(Cc3ccccc3)CN2C(=O)CC1c1cccs1 (stereo not drawn)	-6	-4	-1	28	11	0.72	12	-1	11
Cc1cc(C)cc(-n2ncc3c2CCCC3NC(=O)CCN2Cc3ccccc3C2=O)c1 (stereo not drawn)	3	-1	-1	0	15	0.99	11	13	4
CC(=O)c1ccc(NC(=O)C2(c3ccccc3)CCOCC2)cc1	2	-2	1	-3	20	1	11	15	-6
O=C(Cn1cnc2cc([N+](=O)[O-])ccc2c1=O)NC(c1ccccc1)c1ccccc1	1	-4	2	-1	1	1	19	24	5
COc1ccc(C(=O)C2CCN(C(=O)c3ccco3)CC2)cc1	1	-1	-5	8	11	0.92	18	-2	22
CCCC(=O)C1=C(O)C(C(=O)OC)C(C)(C)CC1=NCCc1ccccc1 (stereo not drawn)	-5	2	-4	6	8	0.94	9	14	7
COc1ccc2[nH]c3c(c2c1)CCN1C(=O)N([C@@H](C)C(=O)NCc2ccccc2OC)C(=O)[C@]31C	1	1	-7	-5	20	1	9	5	-8
CN(C)c1ccc(/C=C/C(=O)c2ccccc2)cc1[N+](=O)[O-]	5	-6	0	13	27	0.87	21	36	10
COc1ccccc1S(=O)(=O)Cc1ccc(C(=O)NCc2cccnc2)o1	1	-5	-2	12	-9	0.88	6	0	0
CC(=O)c1cccc(NC(=O)C2CCN(S(=O)(=O)c3c(C)n[nH]c3C)CC2)c1	-3	1	-5	5	3	0.95	4	-6	2
CCOC(=O)C1=C(c2ccccc2)c2ccc(OC)cc2N(S(=O)(=O)C(F)(F)F)C1C(=O)OCC (stereo not drawn)	0	x	-2	-12	21	1	x	1	x
CC(OC(=O)CNC(=O)c1ccc(Cl)c(Cl)c1)C(=O)N1CCOCC1 (stereo not drawn)	-2	0	-12	-2	3	1	-22	1	2
Cc1cc(NC(=O)CSc2nnc(C3CC3)n2C)no1	2	-3	-3	3	12	0.97	7	-17	-5
CC1CCCCN1C(=O)NC1CC(=O)N(c2ccc3c(c2)OCCO3)C1 (stereo not drawn)	-2	1	-10	0	-28	1	-4	-7	-8
CC1=C(C(=O)OC(C)C)C(/C=C/c2ccccc2)NC(=O)N1 (stereo not drawn)	-1	-2	-7	2	-7	0.98	-1	-13	1
CCCCCc1nnc(NC(=O)Cc2ccc([N+](=O)[O-])cc2)s1	-2	-2	-6	10	-7	0.9	12	3	11
CS(=O)(=O)N1CCC(C(=O)NCC2CCCO2)CC1 (stereo not drawn)	-2	-3	-11	-1	6	1	8	15	9
O=C(NCCCN1CCOCC1)c1coc2ccccc2c1=O	-3	-1	-3	0	-15	1	3	-18	-8
C[C@H](NS(=O)(=O)c1ccccc1)C(=O)N1CCN(C(c2ccccc2)c2ccccc2)CC1	-1	-5	-7	-6	2	1.1	-3	3	-10
COc1ccc(C(CC(=O)N2CCOCC2)C(C)C)cc1 (stereo not drawn)	-1	-1	-4	-18	15	1.2	5	10	-20
CC(=NCC1CCCO1)C1=C(O)CC(C)(C)CC1=O (stereo not drawn)	-4	0	-12	0	-3	1	1	-1	18
Cc1ccc(NC(=O)c2cc(S(=O)(=O)N3CCOCC3)cn2C)cc1F	-1	1	-6	-17	-6	1.2	14	-10	4
Cc1ccc(N=Cc2sc(O)c3ccccc23)c(C)c1	4	0	1	5	10	0.95	8	-15	12
Cc1ccc(C2C(C(=O)c3cc4ccccc4o3)=C(O)C(=O)N2CCN2CCOCC2)o1 (stereo not drawn)	-2	-1	-5	0	4	0.99	6	9	6
CCCN(CCC)S(=O)(=O)c1ccc(C(=O)N2CCCc3ccccc32)cc1	3	-1	0	2	28	0.98	7	-7	25
COc1ccc(N2C(=O)c3cccc4cc(Br)cc(c34)C2=O)cc1	4	1	0	-3	16	1	15	-4	-1
C=CCn1c(SCC(=O)N2CCCCC2)nc(O)cc1=O	6	-1	2	-3	7	1	6	3	20
COc1ccc(NC(=O)c2ccc(Br)c(S(=O)(=O)N3CCOCC3)c2)cc1	6	0	-1	-1	20	1	26	-6	11
O=C(c1ccc(F)cc1)N1CCN(c2ccc([N+](=O)[O-])c(N3CCOCC3)c2)CC1	-1	-3	-7	4	5	0.96	7	2	9
O=C(Cc1cccs1)NCCc1ccc(F)cc1	-3	-1	0	9	-13	0.91	16	-1	16
CC(C)(C)NC(=O)c1ccc(NC(=O)c2ccccc2-c2ccccc2C(=O)O)cc1	-6	-3	-6	-6	-5	1.1	20	14	-1

Some of the entries above, reformatted:
mol,A3A deaminase,beta cell repl,APOBEC3G inh,mIAP block,tim10-1 inh,mIAP act,NLRP3 yeast inh,TIM10 inh,hIAP inh
COc1ccc(C(=O)Nc2cccc(-c3nc4ncccc4o3)c2C)cc1,-3,-2,-6,7,1,0.93,7,-3,2
O=C(CCc1ccc(Oc2cc([N+](=O)[O-])cc([N+](=O)[O-])c2)cc1)N1CCCCC1,0,-2,-2,-3,57*,1,8,54*,-2
CC(=O)OC(C(=O)NCc1ccc(F)cc1)c1ccccn1 (stereo not drawn),0,3,-1,-4,2,1,14,0,2
CC1(C)C(c2cccs2)=NC(c2ccccc2)N1O (stereo not drawn),-1,-3,-3,9,24,0.91,13,13,-1
CCn1nc(C)c(CNC(=O)c2cc(COc3ccccc3SC)on2)c1C,0,-3,0,11,0,0.89,2,12,8

Next section
SMILES	A3A deaminase	beta cell repl	APOBEC3G inh	mIAP block	tim10-1 inh	mIAP act	NLRP3 yeast inh	TIM10 inh	hIAP inh
COc1ccc(-c2cc(C(=O)N(C)Cc3cccc(OC)c3OC)c3ccccc3n2)cc1OC	-1	5	2	2	53*	0.98	2	50*	0
C/C(=N\Nc1cc(C)nc(-c2ccccc2O)n1)c1ccccc1	-1	-5	-5	-4	22	1	13	18	2
O=C(COC(=O)c1ccc(S(=O)(=O)NCc2ccco2)cc1)NCc1ccc(F)cc1	-3	-2	-7	6	8	0.94	0	-3	10
CC(C)CCc1noc(CN(CC2CCC2)CC2CCCO2)n1 (stereo not drawn)	-3	0	-7	7	20	0.93	20	5	10
CCOC(=O)c1cc(S(=O)(=O)Nc2ccc(F)cc2F)cn1C	-3	1	-7	6	4	0.94	2	-4	-21
COc1cc(OC)nc(S(C)(=O)=O)n1	23	0	1	-1	-40	1	15	-15	9
CC1(C(=O)OCC(=O)Nc2ccccc2)CC1(Cl)Cl (stereo not drawn)	6	-2	2	7	0	0.93	18	-8	3
COc1ccc(NC(=O)CSc2ccccc2)cc1S(=O)(=O)N1CCOCC1	-4	-3	-10	-14	-12	1.1	13	6	-16
COC(=O)COc1c(Cl)cc(C(c2c(C)[nH][nH]c2=O)c2c(C)[nH][nH]c2=O)cc1OC	0	1	-7	0	-3	1	2	10	-8
Cc1sc2nc(SCC(=O)NCc3ccco3)n(CCc3ccccc3)c(=O)c2c1C	1	-1	-4	-9	17	1.1	-2	11	16
CCCCC(=O)Nc1ccc(NC(=O)c2ccc(C)c([N+](=O)[O-])c2)cc1OC	4	-1	2	7	12	0.93	2	10	5
NC(=O)c1cc2cc(Br)ccc2o/c1=N/NC(=O)c1cccc(F)c1	-2	1	-3	10	-33	0.91	10	-9	8
O=C(O)CSc1nc(-c2ccccc2)nc2c1CCCC2	2	-3	-4	-5	15	1.1	3	-9	4
COCCc1nnc(NC(=O)C23CC4CC(CC(C4)C2)C3)s1	1	-2	3	3	25	0.97	26	-1	7
Cc1ccccc1NC(=O)c1c(-c2ccccc2)noc1C	3	-1	-6	-2	7	1	6	0	-4
COc1ccc(C(C)=O)cc1CN1C(=O)NC2(CCCCC2)C1=O	-1	-1	-5	1	4	0.99	5	-2	3
CC(C)(C)OC(=O)CN1C(=O)S/C(=C\c2ccc(-c3cccc(C(=O)O)c3)o2)C1=O	45*	-3	-11	14	5	0.86	-2	1	-6
O=C(CN(C1CCCCC1)S(=O)(=O)c1ccccc1)NCC1CCCO1 (stereo not drawn)	0	0	-3	-3	5	1	10	-4	-13
CCc1ccc(N(CC(=O)Nc2ccc(OC)cc2OC)S(C)(=O)=O)cc1	0	-1	-4	1	-13	0.99	-5	-25	-5
COc1ccc(C)cc1NC(=O)COC(=O)CCC(=O)c1cccs1	-3	1	-7	7	15	0.93	22	6	10
Brc1ccc(N=Nc2ccc3ccccc3n2)cc1	0	-4	-4	9	40*	0.91	39	19	-2
C=CCc1cccc(OC)c1OCCOCCNCCO	-2	0	-2	1	0	0.99	11	-8	10
Cc1ccccc1NC(=O)c1ccc(CN2CC(=O)N3CCCCC3C2=O)cc1 (stereo not drawn)	-4	-2	-11	-3	3	1	3	-13	8
Cc1nn(-c2ccccc2)c(C)c1/C=C1\C(=O)N(C)C(=S)N1C	-2	0	-12	-4	14	1	20	10	11
CCOC(=O)c1ccc(NC(=O)NNC(=O)CCc2ccc(OC)cc2)cc1	-2	-5	-3	5	-4	0.95	16	-3	-63
Cc1ccc(C(=O)/C=C/Nc2ccc(S(=O)(=O)Nc3cc(C)nc(C)n3)cc2)cc1	-3	-2	-4	4	11	0.96	2	9	1
COc1cc(C(=O)Nc2nccs2)ccc1OCc1c(C)noc1C	-4	-3	-5	-10	-1	1.1	1	1	-11
COC(=O)N1C(=O)[C@](c2ccccc2)(C2CCCC2)N1C(=O)OC	-2	1	-7	-18	27	1.2	15	-6	-6
O=C(CCC1CCCN(C(=O)c2ccc(F)c(F)c2)C1)N1CCN(c2ccccn2)CC1 (stereo not drawn)	-2	-1	-6	-5	-6	1.1	-20	13	-8
